697 NFkB inh: lowers PMA/ionomycin-induced NF-kB signal in 697 B cells; 697 B-cell NF-kB luciferase reporter, 16 h; inhibition, % at 4 µM; 330,000 tested, 0.33% active; AID 435022; in the data active means inhibition above about 35%
tim10-1 inh: growth inhibitors of tim10-1 mutant yeast. S. cerevisiae tim10-1 ts strain growth, BacTiter-Glo, 24 h. inhibition, % at 20 µM. 330,000 tested, 2.2% active. AID 463190;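 active means inhibition of at least 40%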;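 further: mutant grown at 25 °C; 0% = DMSO wells with yeast and 100% = wells holding no yeast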
XBP1 UPR activ: activators of adaptive arm of unfolded protein response (XBP1). CHO-XBP1 luciferase reporter, IRE1-XBP1 UPR activation, luminescence; percent of tunicamycin response, DMSO as zero. activation, % at 20 µM. 330,000 tested, 0.33% active;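 active means versus positive control, 20 µM dose yields 30% or more activation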;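 further: 100% = tunicamycin at 10 µg/mL and 0% = DMSO only wells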
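Material: CHO cell line with stable XBP1 luciferase reporter; schedule: 16-18 h cell attachment at 37 °C, then 6 h compound exposure; signal: glow luminescence from Steady-Glo reagent; medium: serum-containing F12 medium, 10% FBS; benchmarks: tunicamycin 10 µg/mL and vehicle-only wells; read-out: percent activation relative to tunicamycin reference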
Jurkat NFkB inh: lowers PMA/ionomycin-induced NF-kB signal in Jurkat cells; PMA/ionomycin-induced NF-kB luciferase reporter, luminescence; AID 435003; inhibition, % at 4 µM; 330,000 tested, 0.53% active; in the data active means inhibition above about 50%
tim23-1 inh: growth inhibitors of tim23-1 mutant yeast; S. cerevisiae tim23-1 growth, BacTiter-Glo luminescence, 24 h; inhibition, % at 20 µM; 330,000 tested, 1.3% active; AID 463212;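 active means growth inhibition of the mutant yeast at or above 50%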;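 further: temperature-sensitive mutant grown at 25 °C; plate controls were DMSO-treated mutant yeast for no effect and medium wells lacking yeast for full effect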
CHOP UPR activ: activators of apoptotic arm of unfolded protein response (CHOP) | CHO-CHOP luciferase reporter, UPR activation, luminescence; percent of tunicamycin response over DMSO baseline | 330,000 tested, 0.34% active | activation, % at 10 µM | AID 449763;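 active means at 10 µM dose, activation of 40% or more, normalized to positive control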;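 further: 100% = tunicamycin at 10 µg/mL and 0% = DMSO alone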
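Test system: CHO CHOP reporter cells. Input: 500 CHO-CHOP cells per well. Medium: F12 with 10% FBS. Technique: luciferase luminescence. Measure: percent activation relative to tunicamycin control. Dosing: 10 µM compound, 0.5% DMSO. Timing: 16-18 h cell attachment, then 6 h compound exposure, 37 °C.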
TIM10 inh: inhibits growth of TIM10 yeast strain; S. cerevisiae TIM10 strain growth, BacTiter-Glo luminescence, 24 h; inhibition, % at 10 µM; 330,000 tested, 1.4% active; AID 463195;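 active means inhibition of 40% or more at the single tested concentration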;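 further: wild-type TIM10 isogenic control strain grown at permissive 25 °C; 0% = DMSO yeast wells and 100% = minimal medium wells without yeast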
Mdm2-MdmX inh: human Mdm2/MdmX binding inhibition; O15151+Q00987; SaOS-2 split-luciferase Mdm2/MdmX complementation, luminescence; inhibition, % at 8 µM; 330,000 tested, 3% active;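 active means inhibition of at least 50% at 8 µM in the primary screen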
Target sequence (O15151 whole entry, looked up): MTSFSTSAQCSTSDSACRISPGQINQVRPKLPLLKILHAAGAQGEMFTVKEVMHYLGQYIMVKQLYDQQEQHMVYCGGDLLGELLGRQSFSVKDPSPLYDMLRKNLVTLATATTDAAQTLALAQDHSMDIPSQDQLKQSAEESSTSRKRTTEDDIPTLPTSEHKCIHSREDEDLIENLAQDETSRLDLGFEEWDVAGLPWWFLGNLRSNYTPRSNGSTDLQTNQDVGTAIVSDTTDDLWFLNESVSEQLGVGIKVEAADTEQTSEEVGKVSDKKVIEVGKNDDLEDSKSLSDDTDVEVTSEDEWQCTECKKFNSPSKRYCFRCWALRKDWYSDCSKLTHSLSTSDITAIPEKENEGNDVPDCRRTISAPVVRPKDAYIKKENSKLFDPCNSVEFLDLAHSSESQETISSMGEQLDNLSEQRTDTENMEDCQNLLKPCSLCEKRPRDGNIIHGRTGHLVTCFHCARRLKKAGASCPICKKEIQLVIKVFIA
Target sequence (Q00987 whole entry, looked up): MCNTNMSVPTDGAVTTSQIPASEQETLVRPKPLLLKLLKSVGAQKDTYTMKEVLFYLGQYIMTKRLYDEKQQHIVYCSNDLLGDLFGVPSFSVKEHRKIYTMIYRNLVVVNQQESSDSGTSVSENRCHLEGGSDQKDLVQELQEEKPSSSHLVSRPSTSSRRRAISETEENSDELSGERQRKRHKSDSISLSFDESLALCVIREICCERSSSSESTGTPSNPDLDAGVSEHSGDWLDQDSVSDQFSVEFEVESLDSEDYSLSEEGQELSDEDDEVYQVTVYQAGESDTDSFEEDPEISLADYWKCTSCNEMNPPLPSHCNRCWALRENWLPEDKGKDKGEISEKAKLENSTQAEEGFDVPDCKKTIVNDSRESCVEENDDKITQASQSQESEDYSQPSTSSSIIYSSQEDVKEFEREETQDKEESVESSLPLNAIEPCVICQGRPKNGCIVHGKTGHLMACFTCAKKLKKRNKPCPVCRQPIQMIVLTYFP
Active calls of the source: *.

nr	mol	tim23-1 inh	tim10-1 inh	XBP1 UPR activ	697 NFkB inh	TIM10 inh	CHOP UPR activ	Jurkat NFkB inh	Mdm2-MdmX inh
1	CC(C)C[C@@H](NC(=O)C1CCC(CNC(=O)[C@H](Cc2ccccc2)NC(=O)OC(C)(C)C)CC1)C(=O)O (some centres undefined)	10.1	11.6	-3.6	16.3	14.1	-0.4	10.3	-15.3
2	O=C(CSc1n[nH]c(-c2ccccn2)n1)Nc1ccc(F)cc1	17.8	22.5	-3.1	1.2	0.5	0.6	-5.4	27.3
3	Cc1nc2ccc(NS(=O)(=O)c3c(F)cccc3F)cc2s1	21.6	9.4	-3.5	-5.6	3.6	0.2	8.5	-16.2
4	CCCCN(CCCC)S(=O)(=O)c1ccc2[nH]c(=O)[nH]c2c1	0.5	20.0	-0.7	0.2	-6.1	-1.7	9.0	5.3
5	COc1ccc(CCNC(=O)C(=O)NCC2OCCN2S(=O)(=O)c2ccc(OC)c(OC)c2)cc1 (centres undefined)	-10.1	-1.7	-1.4	-0.5	5.2	4.2	-1.6	3.2
6	FC(F)(F)c1cccc(NC(=S)Nc2ccc(Cl)c(Cl)c2)c1	85.8*	72.9*	1.2	15.5	75.6*	16.4	14.2	47.1
7	Cc1ccc(NCc2nnc(SCCN3CCCCC3)n2CC2CCCO2)cc1Cl (centres undefined)	16.8	6.4	-2.5	-39.3	-3.4	0.4	-27.0	21.0
8	O=C(Cc1nnc(NC(=O)Nc2ccccc2)s1)NCc1ccccc1	-7.2	3.1	-2.3	-7.9	3.0	-1.0	-4.4	37.0
9	O=C(Nc1ccc2ccccc2c1)Nc1ccc2snnc2c1	5.0	17.7	8.3	-4.6	14.5	0.2	-26.0	88.1*
10	NS(=O)(=O)c1ccc(CCNC(=O)CNC(=O)c2ccc(F)cc2)cc1	1.8	-7.7	-8.2	-0.6	5.4	-0.6	-0.6	20.4
11	O=C(C1=C[C@H](C2CCCCC2)C[C@H](OCc2ccc(CO)cc2)O1)N1CCOCC1	-23.9	17.8	-1.2	19.7	-6.2	-2.3	5.6	14.0
12	Cn1c2ccc(F)cc2c2ncn(CCCN(CCO)CCO)c(=O)c21	15.7	9.5	1.4	9.4	-4.0	-0.8	-11.7	-23.4
13	C/C=C(\C)C(=O)OC1c2c(ccc3ccc(=O)oc23)OC(C)(C)C1OC(C)=O (centres undefined)	43.1	28.6	3.0	-5.0	48.5*	-0.5	8.9	13.1
14	CCOC(=O)c1c(NC(=O)C(NCCN(C)C)c2ccccc2)sc2c1CCCC2 (centres undefined)	3.3	25.1	-0.2	-9.0	16.9	1.7	12.6	94.2*
15	COC(=O)CN1C(=S)N(c2ccc(F)cc2)C(=O)C1CC(=O)Nc1ccccc1 (centres undefined)	7.0	22.2	-2.7	5.5	16.0	1.2	12.1	31.7
16	NCCc1nnc(SCc2c(Cl)cccc2Cl)o1	-4.7	-10.0	-5.6	10.0	-4.7	-1.2	-5.1	29.2
17	CCOC(=O)Cc1csc(NC(=O)COc2ccc3c(C)cc(=O)oc3c2)n1	10.0	11.9	-2.3	9.6	17.0	-1.1	16.3	-24.2
18	O=C(Nc1ccc(F)cc1)c1nsc(Cl)c1Cl	5.1	11.7	-0.9	-106.6	17.4	4.2	-105.0	-60.0
19	Cc1ccc(S(=O)(=O)N2CCC(C(=O)N/N=C/c3cccn3C)CC2)cc1	2.1	5.8	-2.0	15.8	-11.0	0.5	8.8	9.1
20	CCCCN(C(=O)CSc1n[nH]c(-c2ccc(C)cc2)n1)c1c(N)n(CCCC)c(=O)[nH]c1=O	2.0	2.2	-2.6	13.0	3.6	-0.8	2.9	-7.0
21	O=C1CCC(=O)N1CCc1c[nH]c2ccccc12	11.9	2.8	-3.9	-11.8	0.3	-0.1	-8.7	12.2
22	Cc1ccc(C)n1-n1cnc2sc(-c3ccccc3)cc2c1=O	31.4	30.3	-2.0	-4.7	26.3	0.6	-2.3	0.7
23	Cc1ccc(S(=O)(=O)Nc2ccc3c(c2)nc(CN2CCCC2)n3C)cc1	-6.1	-6.7	-5.5	3.6	-6.2	0.8	-19.3	12.5
24	CCCCOC(=O)C1[C@H]2C(=O)N(CCc3ccccc3)C[C@]23C=C[C@H]1O3 (some centres undefined)	6.8	-9.4	-1.4	-35.5	2.4	-1.8	-20.9	-4.7
25	O=C1CN(C(=O)c2cccc(Br)c2)c2ccccc2N1	-1.6	-6.7	-0.5	-39.4	0.3	0.7	52.0*	53.0*
26	O=C(Nc1nc2nccc(-c3ccccc3)n2n1)C(Cl)(Cl)Cl	19.3	4.9	1.3	3.5	-16.3	3.8	4.3	5.5
27	O=C(CN1CCN(S(=O)(=O)c2ccc(F)cc2)CC1)NCc1cccs1	10.2	12.4	1.6	18.4	-2.2	-0.1	-2.8	38.8
28	Cc1ccc(C(=O)Cn2nnc(-c3cccs3)n2)cc1	2.0	-13.6	1.5	0.4	2.1	4.5	-5.1	-7.5
29	CC1CCN(C2=C(NS(=O)(=O)c3ccc(Br)cc3)C(=O)c3ccccc3C2=O)CC1	40.6	21.2	-1.0	-117.8	25.7	5.3	-73.9	-20.3
30	COc1ccc(CNC(=O)N2CCN(c3ccc(F)cc3)CC2)cc1Cl	6.9	8.7	-1.8	14.1	-8.9	0.1	5.0	-4.3
31	O=C(Nc1ncccn1)c1ccc(Cl)c([N+](=O)[O-])c1	-7.4	-15.8	-5.5	-0.8	-4.7	-0.3	4.7	27.4
32	Nc1ccccc1Nc1cc(-c2cccc(Cl)c2)nn1-c1ccccc1	38.3	40.4*	-0.9	-72.7	25.7	3.9	-4.3	-18.5
33	CN(CC(=O)Nc1ccc(F)cc1)C(=O)c1ccc(OCc2ccccc2)cc1	-5.0	-1.1	1.8	-7.7	-5.0	0.4	6.7	16.5
34	CC(C)(C)c1ccc(NC(=O)NCc2ccco2)cc1	31.8	15.5	4.4	-85.8	28.2	1.7	-52.0	-16.2
35	CCCCOC(=O)c1ccc(NC(=O)C(=O)NCC2CCCO2)cc1 (centres undefined)	6.3	13.3	-2.0	-12.6	18.3	0.0	9.3	-12.4
36	COc1cccc(/C=N/n2cnc3c(cnn3-c3ccccc3)c2=O)c1	26.3	2.7	-1.5	-30.4	-5.2	3.2	-14.9	-17.3
37	CCN(c1ccccc1)S(=O)(=O)c1cc2c3c(c1)C(C)C(=O)N3CCC2 (centres undefined)	11.4	17.9	-2.5	7.6	0.1	2.4	13.2	-5.2
38	CC(C)Cn1c(CN2CCN(C)C(CCO)C2)nc2ccccc21 (centres undefined)	-6.1	-8.4	-0.9	-2.7	-7.5	-1.4	-7.3	5.6
39	Cc1cc(S(=O)(=O)/N=C(\N)c2ccc(C(N)=O)cc2)cc(C)c1F	-2.8	-3.2	-2.5	13.3	14.7	1.4	2.9	-18.5
40	O=C1OC(c2ccccc2)/C(=C(/O)c2ccc(Cl)cc2)C1=O (centres undefined)	0.9	9.7	-1.2	16.2	5.0	-1.4	21.0	14.2
41	CCCn1c(/C=C/c2cc[n+](C)cc2)nc2ccccc21	-6.0	19.5	-7.0	8.2	20.0	0.0	5.6	14.2
42	Cc1ccc(NC(=O)CSCC(=O)O)cc1	-4.2	5.7	5.7	14.2	-17.6	-0.6	-12.8	-0.8
43	O=C(c1cccc(S(=O)(=O)Nc2ccccc2Cl)c1)N1CCCCCC1	9.1	8.2	2.4	15.4	6.6	5.1	-5.5	8.3
44	O=C(/C=C/c1ccc([N+](=O)[O-])cc1)NCc1ccc2c(c1)OCO2	19.2	-9.6	1.3	7.2	13.8	-0.1	-6.1	16.2
45	CC(C)c1cccc(C(C)C)c1NC(=S)Nc1cccc(Cl)c1	18.1	36.5	-3.4	-1.4	29.1	0.4	15.7	-14.1
46	O=C(/C=C/c1nc2ccccc2s1)N1CCCCCC1	9.6	11.8	0.7	-75.1	4.0	4.0	-51.7	-25.3
47	CC(=O)c1ccc(NC(=O)c2ccc(N3C(=O)c4cccnc4C3=O)cc2)cc1	7.8	-0.9	1.3	-63.8	1.7	1.2	-3.2	2.0
48	COc1ccccc1OCC(=O)Nc1ccccc1C(=O)NCc1cccnc1	-1.4	-3.7	-2.7	-13.5	-13.6	2.7	3.5	2.6
49	Cc1cc(OC(=O)c2cc(C(F)(F)F)cc(C(F)(F)F)c2)c([N+](=O)[O-])c(=O)[nH]1	6.1	4.2	1.8	12.6	5.2	-1.1	2.3	-11.6
50	NC(=O)CN(c1ccccc1)C1SC(=O)N(Cc2ccccc2)C1=O (centres undefined)	6.4	3.3	1.6	14.8	5.8	-0.5	1.5	0.7
51	N#Cc1cccn1-c1nccs1	7.5	6.2	-0.4	26.2	1.2	0.8	-0.5	-5.6
52	C=CCOc1ccccc1CN1CCCN(C)CC1	6.9	-4.4	-5.7	-2.0	4.7	1.4	13.6	-32.0
53	O=C(NCCCN1CCc2ccccc2C1)C1CCN(S(=O)(=O)N2CCC3(CC2)OCCO3)CC1	16.3	0.7	-3.4	2.3	-1.3	1.1	-5.8	22.6
54	O=C(Nc1ccc(F)cc1F)NC1CC(=O)N(Cc2ccccc2)C1 (centres undefined)	-4.7	0.1	-3.1	10.9	-12.2	-5.6	-3.4	19.3
55	CC(OC(=O)c1ccc(S(=O)(=O)N2CCOCC2)cc1)c1ccccc1 (centres undefined)	20.2	23.8	-4.9	-3.5	10.1	1.6	5.9	12.2
56	O=C(Nc1cccc(Cl)c1)Nc1cccc(C(=O)O)c1	16.3	16.8	-7.2	-40.9	-4.9	-5.6	26.7	-4.5
57	CC(C)(C)c1cc(C(F)(F)F)c(C#N)c(=O)[nH]1	-9.1	10.1	1.6	-9.6	11.9	0.1	6.1	-24.0
58	O=C(COc1ccc(F)cc1)NCC1(N2CCCCC2)CCCCC1	-3.2	18.0	-1.0	2.0	12.5	-2.6	-13.8	12.6
59	COc1ccc2sc(-c3ccccc3OC)c(-c3ccc(O)cc3)c2c1	45.3	23.2	-0.3	4.3	18.4	-2.1	6.6	22.2
60	N#Cc1c(SCc2ccc(Cl)cc2)sc(C(=O)c2ccccc2)c1N	34.5	34.4	1.2	21.3	32.7	-0.5	18.0	8.8
61	COc1ccccc1NC(=O)c1cccc(S(=O)(=O)N2CCN(Cc3ccccc3)CC2)c1	19.8	28.1	-3.6	-39.3	19.4	1.9	-26.8	-3.8
62	CCC(C)Nc1nc(CN2CCOCC2)nc2sc3c(c12)CCC3 (centres undefined)	13.8	21.8	-0.8	-2.2	8.5	1.0	7.7	6.6
63	COCC(=O)Nc1cc(OC)c(Cl)cc1OC	16.6	18.0	-0.7	-1.1	-5.3	0.4	-14.2	14.6

Screening data as filed in PubChem BioAssay.

Not a hit list. Share with any hit: about 6.6%.
